RAM inhibit = inhibitors of the yeast RAM network, primary screen, dse1pr::URA3 reporter, 5-FOA selection | S. cerevisiae dse1pr::URA3 reporter, 5-FOA growth OD615, 2 d; analog-sensitive cbk1-as2 kinase mutant strain | inhibition, % at 50 µM | 190,000 compounds, 1.8% hits;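 active means inhibition above a set limit, 3 SD over mean compound inhibition, cut at about 8.4% in these data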;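 further: 0% = DMSO-only wells with no growth and 100% = 10 µM 1-NA-PP1 full growth; inhibition rescues growth on 5-FOA so higher OD means more RAM inhibition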
Redox H2O2 prof = compounds producing H2O2 with reducing agent – biochemical, NIH compound library profiling, artefact control for MLSCN library redox annotation, primary screen; activation, % at 10 µM; DTT-dependent redox cycling H2O2, phenol red/HRP absorbance; 100% = 100 µM peroxide control, 0% = buffer; 200,000 compounds, 0.03% hits;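 active means activation of at least 50% relative to the plate's high and low controls in the primary single-dose screen; inactive means activation below 50%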;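 further: compound incubated with DTT at 0.8 mM final as the reducing agent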
PMI act = activators of human PMI, primary screen, biochemical, fluorescence intensity, near-Km mannose 6-phosphate. Mannose-6-phosphate isomerase (Homo sapiens), P34949. purified human PMI, coupled resazurin fluorescence, 20 min; hits give high values; 1 = vehicle control, 0 substrate-free wells. activation factor at 20 µM. 190,000 compounds, 0.005% hits. AID 1214, 2008;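 active means activation factor of 2 or more at 20 µM, relative to plate controls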
TNAP inh noacc = human TNAP enzyme inhibitors, primary screen, biochemical, luminescent, no phosphate acceptor, uHTS; purified TNAP, CDP-star luminescence, 30 min; inhibition, % at 20 µM; 200,000 compounds, 0.26% hits;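 active means tissue-nonspecific alkaline phosphatase inhibition above about 50% at 20 µM in the single-dose screen, limit read from the data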;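 further: 0% = DMSO negative control and 100% = EDTA positive control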
Target sequence (P05186 whole entry, looked up): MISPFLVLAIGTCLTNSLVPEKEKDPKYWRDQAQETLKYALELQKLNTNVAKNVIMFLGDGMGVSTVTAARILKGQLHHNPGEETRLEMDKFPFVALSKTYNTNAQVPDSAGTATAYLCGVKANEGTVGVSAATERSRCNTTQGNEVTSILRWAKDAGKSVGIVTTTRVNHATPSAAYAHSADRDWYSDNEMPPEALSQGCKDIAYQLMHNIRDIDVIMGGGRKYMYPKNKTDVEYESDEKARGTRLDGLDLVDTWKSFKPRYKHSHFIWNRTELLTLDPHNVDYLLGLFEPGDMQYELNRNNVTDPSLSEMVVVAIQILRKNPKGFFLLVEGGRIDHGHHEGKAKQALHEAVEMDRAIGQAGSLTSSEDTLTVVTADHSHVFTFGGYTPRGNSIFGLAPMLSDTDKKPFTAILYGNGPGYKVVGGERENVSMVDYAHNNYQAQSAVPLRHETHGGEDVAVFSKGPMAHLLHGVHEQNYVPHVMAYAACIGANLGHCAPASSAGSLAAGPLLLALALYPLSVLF
TNAP inh hiacc = human TNAP enzyme inhibitors, primary screen, biochemical, luminescent, high phosphate acceptor level, uHTS; Alkaline phosphatase, tissue-nonspecific isozyme (Homo sapiens), P05186; purified TNAP, CDP-star luminescence, 1 M DEA; inhibition, % at 20 µM; 200,000 compounds, 0.03% hits; AID 1135, 2008;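 active means over 50% inhibition of tissue-nonspecific alkaline phosphatase at 20 µM in the single-dose screen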;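 further: plate controls were DMSO wells for no effect and EDTA-quenched wells as full inhibition for full effect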
PMI act satM6P = human PMI activators, high substrate, primary screen, biochemical, fluorescence intensity, near-saturating mannose 6-phosphate; coupled PMI enzyme assay, resazurin fluorescence, 20 min; hits give high values; 1 = untreated enzyme, 0 = substrate-free blank; activation factor at 20 µM; 190,000 compounds, 0.34% hits; AID 1216, 2008;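 active means activation factor of 2 or more at 20 µM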
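assay system = human phosphomannose isomerase with PGI, G6PDH, diaphorase coupling enzymes | quantity = 15 ng/mL PMI | incubation = enzyme reaction with compound 20 min at room temperature | medium = HEPES pH 7.4 buffer with MgCl2 and Tween-20 | compound dosing = one concentration, 20 µM, in 1% DMSO | measured by = Diaphorase-driven resazurin-to-resorufin fluorescence, excitation 544, emission 590 nm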
L major viab = Leishmania major promastigote growth inhibition, primary screen; inhibition, % at 10 µM; AID 1063, 2008; Leishmania major promastigotes, resazurin fluorescence viability; 200,000 compounds, 9% hits; in the data active means inhibition above about 50%;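 further: promastigotes grown with compound for 44 hours at 28 °C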
HMGR II inh = inhibitors of E. faecalis class II HMGR, primary screen, biochemical, Enterococcus faecalis; purified E. faecalis HMGR, NADPH absorbance 340 nm kinetic; 190,000 compounds, 0.41% hits; inhibition, % at 10 µM;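 active means inhibition above a set limit, the median over all tested compounds plus 3 SD, cut at about 9.5% in these data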;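 further: enzyme runs in reverse so mevalonate oxidation gives rising NADPH absorbance; 0% = complete reaction with DMSO and 100% = background rate lacking mevalonate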
S1P3 antagonist = S1P3 receptor antagonists, primary screen, cell-based | Sphingosine 1-phosphate receptor 3 (Homo sapiens), Q99500 | CHO S1P3 NFAT-BLA reporter, FRET fluorescence, antagonist mode | inhibition, % at 4.98 µM | 170,000 compounds, 0.27% hits;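 active means inhibition above the plate cutoff, the mean inhibition of test wells on that plate plus 3 SD, cut at about 28% in these data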;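 further: cells challenged with S1P at its EC80 of 0.8 µM; blue over green emission ratio from cleaved BLA substrate after 4 h stimulation; 0% = S1P-stimulated wells and 100% = unstimulated DMSO-only wells; some compounds past the cut are filed as inactive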
Target sequence (Q99500 whole entry, looked up): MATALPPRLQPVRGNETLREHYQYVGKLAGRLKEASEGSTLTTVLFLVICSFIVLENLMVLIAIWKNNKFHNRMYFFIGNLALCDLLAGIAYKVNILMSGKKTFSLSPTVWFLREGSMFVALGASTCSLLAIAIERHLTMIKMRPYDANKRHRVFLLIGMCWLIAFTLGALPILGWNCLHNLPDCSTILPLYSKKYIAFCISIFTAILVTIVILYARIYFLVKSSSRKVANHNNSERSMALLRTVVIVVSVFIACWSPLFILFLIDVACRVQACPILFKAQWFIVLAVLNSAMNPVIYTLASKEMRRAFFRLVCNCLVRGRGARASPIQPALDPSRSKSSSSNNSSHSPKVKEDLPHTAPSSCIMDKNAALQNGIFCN
Hsp70 activator = Hsp70 transcriptional activators, primary screen, cell-based, HeLa, Hsp70 promoter luciferase, luminescence, 10 µM; HeLa Hsp70 promoter luciferase reporter; scaled: vehicle 0, proteasome-inhibitor control 100%; activation, % at 10 µM; 200,000 compounds, 0.04% hits; AID 1203, 2008;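 active means activation above the mean across all tested compounds plus 3 SD, cutoff set per campaign, cut at about 5.5% in these data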;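 further: 100% = MG132 at 30 µM as the positive control and 0% = DMSO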
Numbers without * were called inactive; · = no result given.

nr	Structure	RAM inhibit	Redox H2O2 prof	PMI act	TNAP inh noacc	TNAP inh hiacc	PMI act satM6P	L major viab	HMGR II inh	S1P3 antagonist	Hsp70 activator
1	N/C(Cc1cccs1)=N\OC(=O)COc1ccc(Br)cc1	-0.5	0.9	1	-8.9	-2.2	1	-7.7	-4.3	·	0.3
2	CC(c1ccco1)N(C(=O)COc1ccc(Cl)cc1)c1ccccn1 (stereo unspecified)	0.3	1.0	1	-3.3	-2.2	1.1	-3.0	-0.3	20.3	1.0
3	COc1ccc(N(C(=O)c2ccccc2OC)C2C=CS(=O)(=O)C2)c(OC)c1 (stereo unspecified)	-1.7	2.5	0.9	0.1	-3.5	0.9	-2.5	-1.8	-17.9	-0.4
4	COc1cc(OC)cc(C(=O)OCCNC(=O)Cn2cnc3c2c(=O)n(C)c(=O)n3C)c1	-0.7	0.1	1	-16.9	-6.1	1	-5.2	0.1	8.8	0.1
5	CCOc1ccc(C(=O)NCCCN2CCOCC2)cc1OCC	-0.1	0.3	1	-5.6	-7.5	1	7.7	-1.3	-8.5	0.2
6	COC(=O)Cn1c(C)nc2c(sc3nc(C)cc(C)c32)c1=O	4.4	1.1	0.9	-9.8	-2.1	0.9	5.3	1.1	-5.8	0.3
7	CCS(=O)(=O)N1CCN(C(=O)c2ccc(-c3ccccc3)cc2)CC1	0.7	1.5	0.9	-0.4	-1.5	1	-3.3	-0.4	-5.4	0.1
8	Cc1nc2ccc(NC(=O)/C=C/C(=O)O)cc2nc1C	0.9	-1.4	1	4.6	-4.0	0.6	3.6	-10.1	-2.9	-0.1
9	COc1ccccc1OCc1nnc(SCCN2CCOCC2)o1	0.2	-0.4	0.8	-10.4	-2.8	0.9	-0.6	2.4	-14.3	0.2
10	O=C(CSc1nnc(Nc2ccccc2)s1)Nc1cccc(S(=O)(=O)N2CCCCC2)c1	1.7	0.5	0.9	-46.6	-0.6	0.9	15.3	3.4	-3.5	-0.4
11	COc1cc(/C=C/C(=O)Nc2ccncc2)cc(OC)c1OC	0.0	0.1	1.1	1.1	-2.2	1	7.5	-0.5	11.5	-0.1
12	COc1ccccc1-n1nc(C(=O)Nc2ccc3c(c2)OCO3)c2ccccc2c1=O	3.1	-0.5	0.9	-6.1	-2.2	1	-4.8	2.6	-17.3	-0.2
13	CC(C)NC(=O)CSc1nnc(-c2ccc(F)cc2)c2ccccc12	1.1	-0.2	1.1	5.0	-0.6	1	18.6	-13.4	8.3	-0.1
14	Cc1c(Cl)c([N+](=O)[O-])nn1CCCC(=O)Nc1c(Cl)cccc1Cl	9.9*	-1.0	0.9	-11.6	-2.3	1	6.4	-12.7	-2.7	0.5
15	CC(=O)c1sc(NC(=O)c2ccccc2C)nc1C	3.9	-0.1	0.8	-9.7	-3.2	0.9	10.4	-5.6	6.1	0.0
16	C/C(=N\NC(=O)COc1ccc(C(C)(C)C)cc1)c1ccccc1	2.2	-0.1	0.8	-1.4	-2.3	0.8	8.8	1.5	-22.3	0.2
17	COCCNC(=O)c1nn2cccnc2c1Cl	1.8	0.4	1	-17.6	-9.7	1	-4.7	0.1	·	0.0
18	CC(NC(=O)Nc1ccccc1F)C(C)(C)C (stereo unspecified)	1.0	-0.7	0.9	-3.7	-2.0	1	-0.9	-3.4	7.9	-0.1
19	Cc1cc([N+](=O)[O-])ccc1N(C)C	2.0	-0.4	1	-1.6	4.6	1	-1.2	2.6	12.3	-0.6
20	COc1ccc(C(=O)/C=C/Nc2cc(C)on2)c(OC)c1	2.4	-0.5	0.9	-23.5	-4.6	1	-2.5	-7.1	-36.0	0.0
21	CN(Cc1ccon1)C(=O)CCc1nnc(CCCCc2ccccc2)o1	2.0	-1.2	1	-4.1	-6.5	1.1	-0.6	-0.6	2.5	0.3
22	COc1ccc(N=C(C)C2=C(O)CSC2=O)cc1	0.1	-0.7	1	-17.2	-1.5	1.1	-2.4	-3.0	·	0.0
23	Cc1cccc(C)c1OCC(=O)Nc1cccc(-c2nnc(-c3ccccc3)o2)c1	6.4	2.2	0.8	-7.1	-4.0	0.8	-1.8	-1.6	·	-0.2
24	Cc1ccc(NC(=O)COc2ccc(-n3cnnn3)cc2)cc1C	5.3	1.0	1.1	-7.6	1.1	1.1	2.0	0.2	·	0.0
25	CCOC(=O)Nc1ccc(C)cc1Br	0.9	0.1	1.1	-5.8	-5.4	1	-1.6	-2.0	-13.6	-0.3
26	Cn1c(CSc2nc3ccccc3s2)n[nH]c1=S	0.0	-0.1	0.9	-5.2	0.8	0.9	-6.5	1.0	-52.9	-0.2
27	Cc1nnc(NC(=O)c2ccc3c(c2)C(=O)N(CCC(C)C)C3=O)s1	0.4	-0.5	1	-15.5	-0.7	1.1	-2.8	4.4	·	0.0
28	N/C(=N\OC(=O)Cc1ccccc1)c1ccc(Br)cc1	1.7	0.2	0.9	-10.1	-2.9	0.9	32.8	-5.4	7.5	-0.4
29	CCc1nnc(NC(=O)C2Cc3ccccc3CN2S(=O)(=O)c2c(C)c(C)cc(C)c2C)s1 (stereo unspecified)	6.5	0.2	0.9	-5.8	-1.4	1	-7.2	-8.9	·	0.0
30	CCc1cc2cc(C)ccc2nc1SCC(=O)N1CCN(C(=O)c2ccco2)CC1	-0.1	1.7	0.9	-11.8	-6.8	1	3.1	-5.0	8.9	-0.2

In the list so far, these contain an aryl thioether with sulfur outside any ring.
nr	Structure	RAM inhibit	Redox H2O2 prof	PMI act	TNAP inh noacc	TNAP inh hiacc	PMI act satM6P	L major viab	HMGR II inh	S1P3 antagonist	Hsp70 activator
9	COc1ccccc1OCc1nnc(SCCN2CCOCC2)o1	0.2	-0.4	0.8	-10.4	-2.8	0.9	-0.6	2.4	-14.3	0.2
10	O=C(CSc1nnc(Nc2ccccc2)s1)Nc1cccc(S(=O)(=O)N2CCCCC2)c1	1.7	0.5	0.9	-46.6	-0.6	0.9	15.3	3.4	-3.5	-0.4
13	CC(C)NC(=O)CSc1nnc(-c2ccc(F)cc2)c2ccccc12	1.1	-0.2	1.1	5.0	-0.6	1	18.6	-13.4	8.3	-0.1
26	Cn1c(CSc2nc3ccccc3s2)n[nH]c1=S	0.0	-0.1	0.9	-5.2	0.8	0.9	-6.5	1.0	-52.9	-0.2
30	CCc1cc2cc(C)ccc2nc1SCC(=O)N1CCN(C(=O)c2ccco2)CC1	-0.1	1.7	0.9	-11.8	-6.8	1	3.1	-5.0	8.9	-0.2

Other compounds:
nr	Structure	RAM inhibit	Redox H2O2 prof	PMI act	TNAP inh noacc	TNAP inh hiacc	PMI act satM6P	L major viab	HMGR II inh	S1P3 antagonist	Hsp70 activator
31	CCOc1ccc(OCC)c(NC(=O)CNS(=O)(=O)c2cccs2)c1	1.8	-0.5	0.9	-12.0	-7.7	0.9	1.2	-2.9	·	0.5
32	Cc1nc2sc3c(c2c2nnc(SCC(=O)NCc4ccco4)n12)CCCC3	0.7	2.2	0.8	-7.5	-0.8	0.8	8.6	-2.5	2.2	-0.1
33	CCCCn1c(-c2ccco2)nc2ccccc2c1=O	0.0	2.0	0.9	-4.3	3.4	1	-0.8	-5.3	·	-0.1
34	NC(=O)c1ccsc1NC(=O)COc1ccccc1	2.0	-5.7	0.9	-5.5	-0.5	0.8	6.3	1.1	22.5	0.5
35	CC1=CC(C)(C)Nc2ccc(C)cc21	0.5	-0.1	0.8	-10.1	-4.9	0.6	-2.8	1.3	-25.9	-0.1
36	CCCN(Cc1nc(-c2ccc(Cl)cc2)no1)CC1CCCO1 (stereo unspecified)	1.1	0.0	0.9	-5.5	-2.9	1	-6.9	-5.4	-22.6	-0.4
37	O=C(C1=C(O)C(=O)N(CCc2ccccc2)C1c1cccs1)c1ccco1 (stereo unspecified)	3.5	-1.7	1.1	-0.5	-0.4	1.1	-6.0	1.7	6.0	-0.2
38	COc1ccc(S(=O)(=O)N2CCN(C(=O)NC3CCCCC3)CC2)cc1	2.9	-1.1	0.8	-7.6	-4.4	0.9	-4.3	1.1	10.2	0.2
39	CCCC1(C(=O)OCC)NC(c2ccc(N(C)C)cc2)C2C(=O)N(c3ccc(OCC)cc3)C(=O)C21 (stereo unspecified)	2.9	2.4	0.9	-8.3	-7.9	0.9	1.7	-7.9	5.8	0.4
40	COc1c(Cl)cc(Cl)cc1/C=C/C(=O)c1ccc(NC(=O)c2cccs2)cc1	1.1	1.1	0.9	-16.3	-1.0	1	100.4*	-2.7	-5.4	-0.3
41	O=C(COC(=O)c1cc(=O)[nH]c2ccccc12)Nc1nc(-c2ccccc2)cs1	4.0	-0.4	0.9	8.1	-0.7	1	-1.9	-8.1	1.2	0.1
42	CCOP(=O)(c1ccccc1)C1(C#N)CC1 (stereo unspecified)	2.4	-0.2	1.1	-13.3	-4.8	1	-1.9	2.4	-12.6	0.1
43	C/C(=N\NC(=O)CNc1cccc2ccccc12)c1ccccc1	6.0	0.8	0.9	-16.7	-5.0	0.5	0.4	-5.7	-2.6	0.1

High-throughput results deposited in PubChem by several laboratories.
